From PubChem BioAssay
TEAD-YAP block – TEAD-YAP interaction inhibition. 1.4% of 640,000 active. inhibition, % at 9.12 µM. AID 1259422. HEK-TIYL cells, TEAD-Gal4/YAP UAS-luciferase luminescence; in the data active means inhibition above about 32%;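 further: 0% = median of test compound wells and 100% = reference inhibitor wells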
GPR151 activ – activates the human receptor GPR151. 1% of 650,000 active. PathHunter beta-arrestin GPR151 cells, luminescence. AID 1508602. activation, % at 11.2 µM. Q8TDV0; in the data active means activation above about 4.9%;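 further: 0% = median of compound wells and 100% = cells with positive control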
Target sequence (Q8TDV0 whole entry, looked up): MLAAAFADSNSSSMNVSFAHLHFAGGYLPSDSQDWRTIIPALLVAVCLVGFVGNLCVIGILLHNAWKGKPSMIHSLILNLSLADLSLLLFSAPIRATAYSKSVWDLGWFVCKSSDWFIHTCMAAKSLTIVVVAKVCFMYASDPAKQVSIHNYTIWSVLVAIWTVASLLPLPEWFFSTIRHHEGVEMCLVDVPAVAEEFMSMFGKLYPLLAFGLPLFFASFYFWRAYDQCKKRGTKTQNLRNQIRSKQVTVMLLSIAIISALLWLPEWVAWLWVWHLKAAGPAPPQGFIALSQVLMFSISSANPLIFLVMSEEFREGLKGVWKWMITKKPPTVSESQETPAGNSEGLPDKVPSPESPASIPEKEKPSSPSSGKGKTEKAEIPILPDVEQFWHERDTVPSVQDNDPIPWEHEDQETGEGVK
FBW7 act – activators of human E3 ligase FBW7 | Q969H0 | AlphaScreen FBW7–phospho-cyclin E peptide binding, activator screen | normalized activity (activation), % at 26.1 µM | 0.13% of 650,000 active | AID 1259310; in the data active means normalized activity above about 1.9%;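 further: purified mutant Fbw7 with reduced substrate affinity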
MITF inh – human MITF inhibition, primary screen | AID 1259374 | O75030 | inhibition, % at 2.6 µM | 0.91% of 650,000 active | AlphaScreen MITF homodimerization, bead proximity signal; in the data active means inhibition above about 50%;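 further: 0% = vehicle wells with protein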
Target sequence (O75030 whole entry, looked up): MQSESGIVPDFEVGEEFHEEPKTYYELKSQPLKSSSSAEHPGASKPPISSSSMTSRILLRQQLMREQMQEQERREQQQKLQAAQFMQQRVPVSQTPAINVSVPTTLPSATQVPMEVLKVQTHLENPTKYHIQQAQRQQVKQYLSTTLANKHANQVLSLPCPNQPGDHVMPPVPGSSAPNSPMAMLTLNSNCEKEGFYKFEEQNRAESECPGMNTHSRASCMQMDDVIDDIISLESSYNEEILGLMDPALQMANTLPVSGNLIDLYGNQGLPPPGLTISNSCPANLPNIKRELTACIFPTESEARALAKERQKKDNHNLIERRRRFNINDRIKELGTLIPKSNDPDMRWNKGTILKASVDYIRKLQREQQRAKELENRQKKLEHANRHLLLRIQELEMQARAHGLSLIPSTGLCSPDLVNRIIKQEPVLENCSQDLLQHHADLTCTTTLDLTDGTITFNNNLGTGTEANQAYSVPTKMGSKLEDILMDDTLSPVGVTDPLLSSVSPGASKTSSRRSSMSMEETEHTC
Starred values were filed as active, the others as inactive; & = joins results of further samples.

SMILES	TEAD-YAP block	GPR151 activ	FBW7 act	MITF inh
COc1ccc(C)cc1NC(=O)CN1C(=O)C2C3C=CC(C3)C2C1=O (stereo not drawn)	-3	-0.2	0.1	7
CN1CCN(C(=O)CCN2Cc3ccccc3OC(c3ccccc3F)C2)CC1 (stereo not drawn)	9	-0.2	0.2	-9
COc1ccc(-c2cccc(C(=O)Nc3ccccc3)n2)cn1	3	0.9	0.0	-3
CCOc1cc(S(=O)(=O)N2CCC(C(N)=O)CC2)ccc1Cl	-2	3.2	0.0	30
O=C(Nc1ccc(C(F)(F)F)cc1)c1ccc(Br)o1	-4	-1.3	0.1	-1
CC(=O)OCCCNC(=O)/C(=C\c1ccc(Br)cc1)NC(=O)c1ccco1	15	0.5	0.1	21
Cc1ccccc1-c1ncnn1-c1sc2c(c1C#N)CCCCC2	18	-1.6	0.5	4
CNC(=S)N1CCn2cccc2C1c1ccc(F)cc1 (stereo not drawn)	1	-0.3	0.1	16
CN1C(=O)c2ccc(C(=O)Nc3ccc(C(=O)O)cc3)cc2C1=O	-2	-1.9	0.9	18
Nc1nccc(-c2cc(F)c3nc(C4COc5ccc(C(=O)CCc6ccccc6)cc5C4)[nH]c3c2)n1 (stereo not drawn)	-5	-0.6	0.5	18
Cc1cccc(CCNC(=O)CC2C(=O)NCCN2Cc2ccc(F)c(F)c2)n1 (stereo not drawn)	-5	0.0	-0.2	-3
NS(=O)(=O)c1ccc(CCNC(=O)CSc2nc3ccccc3c(=O)n2CC2COc3ccccc3O2)cc1 (stereo not drawn)	2	1.1	-0.1	6
CCOc1ccc(CNC(=O)CCS(=O)(=O)Cc2cccc(Cl)c2)cc1OC	-3	0.8	-0.2	2
O=C(NCc1ccc(Cl)cc1)c1cc2nc(-c3cccs3)cc(C(F)(F)F)n2n1	-22	2.3	-0.1	7
Cc1nc2c(C)cccn2c1C(=O)N(C)C(C)C	-14	0.5	-0.1	-22
O=C(NCc1ccc(F)cc1)c1cc2nc(-c3cccs3)cc(C(F)(F)F)n2n1	-4	-0.8	1.4	19
Cc1cccc(OCC(=O)N/N=C/c2ccc(O)c(I)c2)c1	-4	-0.2	-0.2	-4
CCOc1ccc(-n2cc(-c3ccccc3)c3c(SCc4c(F)cccc4Cl)ncnc32)cc1	-2	1.6	0.1	-2
O=C(CCn1c(SCC(=O)Nc2ccc(F)cc2)nc2cc3c(cc2c1=O)OCO3)NCc1ccc2c(c1)OCO2	11	0.6	-0.1	-7
O=C(Nc1ccc(N2CCOCC2)cc1)c1cccc(-n2cc3c(n2)CCNC3)c1	-4	0.1	-0.2	11
CCC(C)NC(=O)C1CCCN(C(=O)c2cnn(-c3ccccc3)c2-n2cccc2)C1 (stereo not drawn)	-1	-0.3	0.1	-9
COc1ccccc1NC(=O)C1=C(C)Nc2nc(-c3ccccc3)nn2C1c1cccnc1 (stereo not drawn)	-5	0.1	0.0	17
Cc1c(Cl)ccc(OCCOCCN2CC(C)OC(C)C2)c1C (stereo not drawn)	-14	-0.4	0.3	32
O=c1[nH]n(CN2CCOCC2)c(=O)c2ccccc12	9	2.3	0.3	8
CCCCOc1ccc(Cc2nc3ccccc3[nH]c2=O)cc1	2	2.0	-0.1	-2
Cc1ccc(S(=O)(=O)Nc2ccc3c(c2)C(=O)NC3=O)cc1[N+](=O)[O-]	4	1.3	0.1	7
COc1cc(C2C3=C(CCCC3=O)N(C)C3=C2C(=O)CCC3)cc(Cl)c1OCC(=O)O	0	-0.1	0.4	-2
CCCCC(=O)Nc1nnc(SCC(=O)N2CCN(c3ccccc3OC)CC2)s1	6	2.0	0.1	-3
COc1ccc(Nc2nccc(NCc3cccc(C(F)(F)F)c3)n2)cc1	30	2.9	-0.2	-7
O=C1C2C3c4ccccc4C(CO)(c4ccccc43)C2C(=O)N1c1ccc(Br)cc1 (stereo not drawn)	26	2.4	-0.1	8
COC(=O)C1=CN(CC23CC4CC(CC(C4)C2)C3)C=C(C(=O)OC)C1c1ccccc1OC(C)C	0	-0.2	0.4	-8
CCOCCCNC(=O)c1ccc2c(c1)nc(C)n2-c1cc(C)cc(C)c1	0	-1.4	-0.2	-5
Cc1ccc(C)n1-c1cc(C(=O)O)ccc1Cl	6	-1.0	-0.6	76*
Cc1ccc(N=C2SC(C(=O)Nc3ccccc3F)CC(=O)N2C)cc1C (stereo not drawn)	2	2.8	0.1	19
CCn1ccnc1N1CCN(CC(=O)N2CCc3ccccc32)CC1	1	-0.6	-0.3	10
Cc1cc(C)c(C)c(OCCN2CC(C)OC(C)C2)c1 (stereo not drawn)	5	0.3	-0.4	71*
Cc1ccn2cc(-c3ccc(NS(=O)(=O)c4ccc(I)cc4)cc3)nc2n1	-8	1.0	-0.1	-8
O=c1oc2ccccc2cc1-c1nnc(-c2cccc(Cl)c2)o1	-3	-1.1	0.1	3
Cc1c(/C=N/N2CCN(C)CC2)c2ccccn2c1C(=O)c1ccc(F)cc1	1	-0.4	-0.2	7
CC1(C)CC(NCc2ccccc2)CC(C)(C)N1	6	-0.8	0.0	10
CCOC(=O)c1c(NC(=O)c2ccc(C)c([N+](=O)[O-])c2)sc(C(=O)Nc2cc(C(F)(F)F)ccc2Cl)c1C	0	-1.0	0.0	14
COc1ccccc1CNS(=O)(=O)c1ccc(Cc2ccc(S(=O)(=O)NCc3ccccc3OC)cc2)cc1	29	0.7	0.6	18
CCOc1cc(CN2CCN(C3CCN(C(C)C)CC3)C(CCO)C2)ccc1O (stereo not drawn)	10	0.3	0.2	2
COc1cc2nc(Nc3ccc(N4CCOCC4)cc3)nc(N)c2cc1OC	4	0.2	-0.1	18
COC(=O)C1=C(C)NC2=C(C(=O)CC(C)(C)C2)C1c1ccncc1 (stereo not drawn)	0	-0.9	0.1	12
NC(=O)c1ccc2cnn(-c3ccc(F)cc3)c2c1	4	-0.5	-0.1	-4
CN(Cc1ccccc1)C(=O)CSc1nc2cc(C(=O)N3CCC(C(N)=O)CC3)ccc2c(=O)n1-c1ccc(F)cc1	0	-0.7	-0.1	3
CC(C)C(NC(=O)C1CCCCC1)C(=O)NCc1ccccn1 (stereo not drawn)	-15	1.4	0.0	-1
CCCOc1ccccc1N/C(N)=N/c1nc(C)cc(C)n1	16	-0.1	0.0	-5
COC(=O)C1=C(C)NC(=O)CC1c1ccccc1Br (stereo not drawn)	5	-0.2	0.3	9

Another view of part of the listing above:
Values in the order: TEAD-YAP block	GPR151 activ	FBW7 act	MITF inh
Cc1cc(C)c(C)c(OCCN2CC(C)OC(C)C2)c1 (stereo not drawn)
    5	0.3	-0.4	71*
Cc1ccn2cc(-c3ccc(NS(=O)(=O)c4ccc(I)cc4)cc3)nc2n1
    -8	1.0	-0.1	-8
O=c1oc2ccccc2cc1-c1nnc(-c2cccc(Cl)c2)o1
    -3	-1.1	0.1	3
Cc1c(/C=N/N2CCN(C)CC2)c2ccccn2c1C(=O)c1ccc(F)cc1
    1	-0.4	-0.2	7
CC1(C)CC(NCc2ccccc2)CC(C)(C)N1
    6	-0.8	0.0	10
CCOC(=O)c1c(NC(=O)c2ccc(C)c([N+](=O)[O-])c2)sc(C(=O)Nc2cc(C(F)(F)F)ccc2Cl)c1C
    0	-1.0	0.0	14
COc1ccccc1CNS(=O)(=O)c1ccc(Cc2ccc(S(=O)(=O)NCc3ccccc3OC)cc2)cc1
    29	0.7	0.6	18
CCOc1cc(CN2CCN(C3CCN(C(C)C)CC3)C(CCO)C2)ccc1O (stereo not drawn)
    10	0.3	0.2	2
COc1cc2nc(Nc3ccc(N4CCOCC4)cc3)nc(N)c2cc1OC
    4	0.2	-0.1	18
COC(=O)C1=C(C)NC2=C(C(=O)CC(C)(C)C2)C1c1ccncc1 (stereo not drawn)
    0	-0.9	0.1	12
NC(=O)c1ccc2cnn(-c3ccc(F)cc3)c2c1
    4	-0.5	-0.1	-4
CN(Cc1ccccc1)C(=O)CSc1nc2cc(C(=O)N3CCC(C(N)=O)CC3)ccc2c(=O)n1-c1ccc(F)cc1
    0	-0.7	-0.1	3
CC(C)C(NC(=O)C1CCCCC1)C(=O)NCc1ccccn1 (stereo not drawn)
    -15	1.4	0.0	-1
CCCOc1ccccc1N/C(N)=N/c1nc(C)cc(C)n1
    16	-0.1	0.0	-5
COC(=O)C1=C(C)NC(=O)CC1c1ccccc1Br (stereo not drawn)
    5	-0.2	0.3	9

Next compounds:
SMILES	TEAD-YAP block	GPR151 activ	FBW7 act	MITF inh
Cc1ccnc2nc(C(=O)NCc3ccccc3)nn12	13	1.1	0.0	-25
CC(=O)NC12CC3CC(C1)CC(n1ncc(NCc4ccccc4)c(Cl)c1=O)(C3)C2	-4	-0.2	-0.1	2
CC1CN(CCOc2ccccc2Br)CC(C)O1 (stereo not drawn)	-10	-1.2	0.1	46
COC(=O)c1c(N)sc(/C(C)=C/C#N)c1C	-2	0.6	0.0	9
COc1cc(C(=O)N2CCC(Cc3ccccc3)CC2)c([N+](=O)[O-])cc1OC	8	1.0	-0.1	-2
O=c1ccc2cc(NC3CCNCC3)ccc2[nH]1	-1	4.7	-0.3	16
O=C(O)COc1ccccc1C1CC(=O)Nc2ccc3ccccc3c21 (stereo not drawn)	3	-0.5	0.1	13
CSc1nc(NCC(C)C)nc(N2CCOCC2)n1	-11	-0.7	0.5	8
CNC(=S)N(CCc1ccccc1)C1CC(=O)N(c2ccc(OC)cc2)C1=O (stereo not drawn)	10	0.4	0.1	3
CCC1CCCCN1CCN1C(=O)C2C(C(=O)Nc3cc(C)cc(C)c3)C3C=CC2(O3)C1C(=O)NC1CCCCC1 (stereo not drawn)	4	0.7	0.4	6
CCN1C(=O)C(O)(CC(=O)c2ccco2)c2cc(Br)ccc21 (stereo not drawn)	12	-0.1	0.2	4
C=CCOc1ccc(/C(O)=C2/C(=O)C(=O)N(Cc3cccnc3)C2c2ccc(F)cc2)c(C)c1 (stereo not drawn)	-12	1.7	0.1	-4
N#Cc1c(-c2ccco2)cc2nc3ccccc3n2c1N	-36	-1.2	0.1	-16
CC(=O)N/C(=C\c1ccccc1)C(=O)NC(=S)Nc1ccccc1O	13	0.5	0.9	2
COc1ccc(Oc2nc3ccccc3n3c(C)nnc23)cc1	4	-0.2	0.6	3
CC1CN(C/C(Cl)=C/c2ccccc2)CC(C)O1 (stereo not drawn)	-3	-0.4	-0.3	43
C/C(N)=C(/C#N)C(=O)COc1ncnc2ccc(Br)cc12	4	0.4	0.5	14
Cc1ccc(NC(=O)CSc2nnc(N)s2)c(Br)c1	-11	-0.6	0.1	10
Cc1c(C(=O)Nc2cccc(O)c2)cccc1[N+](=O)[O-]	0	0.7	-0.2	-6
COc1ccccc1N1C(=O)C2C3C=CC(C3)C2C1=O (stereo not drawn)	-11	0.1	0.1	9
CC(=O)Nc1ccc(NC(=O)CCc2c(C)nc3c(c(C)nn3C(C)(C)C)c2C)cc1	-10	-1.0	0.4	-12
COc1ccccc1NC(=O)CC(NCc1ccco1)C(=O)O (stereo not drawn)	10	-1.4	0.1	15
Nc1cccc2c1C(=O)N(CCOc1ccc(F)cc1)C2=O	-36	-0.7	0.4	-1
CCOC(=O)c1c(NC(=O)CSc2nnc(CNC(=O)c3ccc(OC)cc3)n2-c2cccc(C)c2C)sc2c1CCCC2	5	1.1	0.0	14
COc1cc2c(cc1C(F)(F)F)N(C(=O)Nc1cc(F)cc(-c3cccnc3)c1)CC2	-4	-0.1&1.1	0.5&0.0	-4&10
CCN1CCCC(CN(C)C(=O)CN2Cc3ccc(OC)cc3OC(C)C2)C1 (stereo not drawn)	3	-0.3	0.2	9
COC(=O)c1ccccc1N(C)C(=O)c1cccc([N+](=O)[O-])c1	-2	-2.1	0.0	-12
O=C(NC1CCN(Cc2ccccc2)CC1)c1ccccc1F	3	0.8	0.0	5
C=CC[N+](C)(C)CCN1C(=O)C2CC=C(Cl)CC2C1=O (stereo not drawn)	0	1.1	0.4	-3
COc1cccc(NC(=O)c2ccc(-c3ccsc3)nc2NCC2CC2)c1	-5	-0.8	-0.1	4
CC(C)(C)NC(=O)NC(=O)COC(=O)c1ccc2c(c1)OCO2	9	1.4	0.1	-13
FC(F)(F)c1cccc(CNc2nc(-c3ccccc3)nc3c2ncn3C2CCCCC2)c1	2	0.6	0.1	11
Cc1ccc2onc(CC(=O)N(CCC#N)c3ccccc3)c2c1	10	0.0	0.4	16
CC(C)(c1ccccc1)c1ccc(OCC(=O)NCCc2nc3ccccc3[nH]2)cc1	-2	0.0	-0.2	1
CC(C)c1ccc(NC(=O)c2cc(S(=O)(=O)NCc3ccccc3)ccc2F)cc1	0	4.3	-0.2	-5
COc1ccc(C2C(C(C)=O)=C(O)C(=O)N2CCO)c(OC)c1 (stereo not drawn)	-2	0.1	-0.1	-7
CC(C)C1CC(O)(C2(O)CCCCC2)ON1 (stereo not drawn)	1	0.2	0.3	-3
Cc1ccc(CNC(=O)CSc2nc3ccsc3c(=O)n2-c2ccc(F)cc2)cc1	7	-0.5	0.8	14
CCN1CCCC1CNC(=O)c1cc(NC(C)=O)c(N(C)C)cc1OC (stereo not drawn)	6	-1.1	0.2	17
COc1cc(/C=N/NC(=O)CCC(=O)Nc2ccc(Cl)cc2C)ccc1O	7	-0.9	0.8	6
Cc1scc(C(=O)Nc2nnc(-c3cccs3)s2)c1C	-46	-0.7	-0.1	-4
CC(NC(=O)c1ccccc1Br)C1COc2ccccc2O1 (stereo not drawn)	-23	-0.2	-0.1	0
Cc1c(C(=O)NCCN2CCOCC2)sc2ncn(CC(=O)Nc3cccc(C(F)(F)F)c3)c(=O)c12	5	-0.1	0.0	6
CCn1nc(C)cc1C(=O)Nc1ccc(N2CCOCC2)cc1	-33	-5.1	0.0	6
CCN1CCN(C(=O)C2c3ccccc3C(=O)N(Cc3ccc(F)cc3)C2c2ccc(OC)cc2)CC1 (stereo not drawn)	2	-0.7	-0.1	3
